High-throughput results from PubChem.
Tau fil binding – binds recombinant human tau filaments | recombinant tau filaments, thioflavin S fluorescence, 15 h; filaments grown with octadecylsulfate alongside compound | actives 2% (n = 71,000) | P10636 | Potency, µM (top dose mostly 57.1 µM), for the others: at the top dose activity change, negative = inhibition;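 further: potency means the concentration at half of the fitted maximal effect; on the % scale 0 is the no-effect control and ±100 the full control effect; actives lower thioflavin S fluorescence by blocking filaments or displacing dye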
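His-tagged recombinant human tau (exons 2, 3 and 10 included), 1 uM, was induced to fibrillize by 30 uM sodium octadecylsulfate with compound present. After 15 h at 37 C, thioflavine S fluorescence (ex 450, em 510 nm) was read.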
Fluorescein fluor – fluorescein region autofluorescence; Compound autofluorescence, 480/540 nm, fluorescein-equivalent; hits give high values; AID 593; max fluorescein-equivalent concentration, M; actives 0.91% (n = 59,000); in the data active means max fluorescein-equivalent concentration above about 10 nM; inconclusive means between about 1.1 nM and that limit
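Read-out is intrinsic compound fluorescence at 480/540 nm (excitation/emission), expressed as dye-equivalent concentration using a fluorescein standard series run on every plate. Compounds sat 15 min at room temperature in 100 mM Tris, pH 8.0.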
USP2a inhib – USP2a (human) protease inhibition. actives 0.1% (n = 60,000). USP2a enzymatic assay, qHTS inhibition. Potency, µM (highest dose often 38.3 µM), without a hit: at the top dose activity change, negative = inhibition, hits mostly inhibitors;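 further: potency means the concentration at half of the fitted maximal effect; nearly all actives have a fitted effect of over 60% in size; plate controls were DMSO for no effect and NEM full inhibition control for full effect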
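USP2 core (20nM final) preincubated 30 min RT with compound, then Ub-PLA2 20nM and NBD C6-HPC 20uM final added; buffer 20mM Tris-HCl pH 8.0, 2mM CaCl2. Fluorescence Ex 460/Em 535 read at 0 and 2.5 h; normalized to NEM.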
FLuc inh – firefly luciferase inhibition; P08659; purified firefly luciferase, luminescence, 8 min; Potency, µM (titrated, usually from 57.1 µM), for the others: at the highest dose activity change, negative = inhibition, actives largely listed as inhibitors; actives 2.2% (n = 72,000); AID 411; further: potency means the concentration at half of the fitted maximal effect; on the % scale 0 is the no-effect control and ±100 the full control effect; nearly all actives have a fitted effect of over 40% in size
Target sequence (P08659 whole entry, looked up): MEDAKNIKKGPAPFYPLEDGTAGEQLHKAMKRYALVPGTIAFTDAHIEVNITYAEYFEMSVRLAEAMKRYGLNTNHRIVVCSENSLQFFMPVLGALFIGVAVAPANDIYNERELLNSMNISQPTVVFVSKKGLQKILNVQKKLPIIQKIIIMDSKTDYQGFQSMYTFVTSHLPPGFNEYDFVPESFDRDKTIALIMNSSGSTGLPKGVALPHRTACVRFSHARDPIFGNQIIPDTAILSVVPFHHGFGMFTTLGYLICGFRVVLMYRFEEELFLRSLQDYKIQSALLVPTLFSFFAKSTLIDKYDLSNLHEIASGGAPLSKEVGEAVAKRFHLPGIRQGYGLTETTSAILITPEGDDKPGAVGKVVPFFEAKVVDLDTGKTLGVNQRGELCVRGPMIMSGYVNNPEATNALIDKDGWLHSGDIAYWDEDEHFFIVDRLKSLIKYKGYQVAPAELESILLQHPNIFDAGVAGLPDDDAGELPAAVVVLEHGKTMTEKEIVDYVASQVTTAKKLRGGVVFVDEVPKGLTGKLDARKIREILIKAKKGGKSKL
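Luminescence read-out after 8 min at room temperature; enzyme reaction used luciferin plus 10 uM ATP (linear range) in imidazole buffer pH 7.2 with KCl, MgCl2, Tween 20 and BSA. Each sample was run as a titration.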
Casp7 inh – allosteric or competitive inhibitors of human caspase-7. Potency, µM (top dose mostly 57.5 µM), without a hit: at the highest dose activity change, negative = inhibition, actives largely listed as inhibitors. actives 0.02% (n = 75,000). P55210. recombinant caspase-7, Ac-DEVD-AFC fluorescence rate; active means well fitted inhibition curve with a large enough effect in the main read-out, with a control signal flat, not every such curve was filed as active; inconclusive means small, poorly fitted or top-dose-only effect, or a change in a side signal; further: potency means the concentration at half of the fitted maximal effect; % of control where 0% means no effect
Rhodamine autofl – rhodamine region autofluorescence | Rhodamine-region fluorescence, 547/598 nm, Tris buffer; hits give high values | max dye-equivalent concentration, M | actives 0.05% (n = 59,000) | AID 594; in the data active means max dye-equivalent concentration above about 11 nM; inconclusive means between about 1.1 nM and that limit
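Steps: pin-transfer compounds into pH 8.0 Tris (100 mM), hold 15 min at room temperature, image with a 547/598 nm filter pair, and convert intensities to rhodamine-equivalent concentration using a six-point on-plate rhodamine series.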
ERK AVP inh – blocks ERK signaling stimulated by vasopressin | HEK293-V1b, vasopressin-stimulated pERK AlphaScreen | Potency, µM (titrated, usually from 57.5 µM), for inactives: at the top dose activity, negative = inhibition, actives largely listed as inhibitors | actives 0.99% (n = 72,000); further: potency means the concentration at half of the fitted maximal effect; on the % scale 0 is the no-effect control and ±100 the full control effect; nearly all actives have a fitted effect of over 55% in size
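V1b-HEK293 cells; cpd 30 min 37C; 25 nM vasopressin 5 min; lyse 10 min; AlphaScreen beads 5 hr RT. Normalized to DMSO basal and 25 nM vasopressin; AC50 by Hill fit.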
HADH2 inhib – HADH2 (human) dehydrogenase inhibition. Q99714. recombinant HADH2, NADH fluorescence, beta-hydroxybutyryl-CoA. Potency, µM (top dose mostly 57.1 µM), for the others: at the highest dose activity change, negative = inhibition, most hits filed as inhibitors. actives 3.4% (n = 73,000); further: potency means the concentration at half of the fitted maximal effect; on the % scale 0 is the no-effect control and ±100 the full control effect; nearly all actives have a fitted effect of over 60% in size; many of its hits are not listed in these tables
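20 nM HADH2 + cpd, 15 min RT; add 1 mM NAD+/90 uM beta-hydroxybutyryl-CoA; kinetic fluorescence 360/450 nm, 4 min. Tris-HCl pH 9.0, 0.01% Tween-20.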
Casp1 inh – caspase-1 (human) inhibition, allosteric or competitive; P29466; Caspase-1 enzyme, Ac-WEHD-AFC fluorogenic rate; Potency, µM (titrated, usually from 57.5 µM), for the others: at the highest dose activity change, negative = inhibition, usual class: inhibitors; actives 0.03% (n = 75,000); AID 900;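 further: potency means the concentration at half of the fitted maximal effect; plate controls were vehicle for no effect and no substrate for full effect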
Target sequence (P29466 120-297 limits assumed): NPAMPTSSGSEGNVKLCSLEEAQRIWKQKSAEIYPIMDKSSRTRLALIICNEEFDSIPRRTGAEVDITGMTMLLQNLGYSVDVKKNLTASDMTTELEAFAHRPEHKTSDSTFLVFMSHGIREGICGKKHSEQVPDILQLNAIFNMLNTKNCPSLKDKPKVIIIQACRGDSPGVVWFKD
Target sequence (P29466 317-404 limits assumed): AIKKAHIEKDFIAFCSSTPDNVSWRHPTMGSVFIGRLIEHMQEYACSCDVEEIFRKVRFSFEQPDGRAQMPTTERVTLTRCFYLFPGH
TexasRed autofl – compounds fluorescent in Texas Red spectral region | Compound fluorescence, Texas Red channel, 547/618 nm; hits give high values | actives 0.06% (n = 59,000) | max dye-equivalent concentration, M | AID 587; in the data active means max dye-equivalent concentration above about 10 nM; inconclusive means between about 1.1 nM and that limit
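Pin-transferred compounds and Texas Red standards go into 100 mM Tris buffer, pH 8.0. After 15 min at room temperature, plates are imaged with 547/618 nm filters. Each value is a dye-equivalent concentration derived from the per-plate dye curve.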
HEK293 cAMP cs – raises cAMP in parental HEK293 cells, TSHR agonist counter-screen | Potency, µM (series often up to 57.1 µM), inactives show at the top dose activation, hits mostly activators | parental HEK293 CNG cAMP sensor, membrane potential fluorescence | actives 2.5% (n = 73,000); further: potency means the concentration at half of the fitted maximal effect; % of control where 0% means no effect; nearly all actives have a fitted effect of over 55% in size
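Parental HEK 293 cells stably expressing a modified CNG channel (no TSHR) report cAMP rise as membrane depolarization. Membrane potential dye with 100 uM RO 20-1724 was loaded for 60 min at room temperature, then compound added for 30 min; fluorescence read at 590 nm.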
The depositor's hits bear a star; i = inactive; u = inconclusive; x = no result given; [ ] = dose if it differs, or a comment. Unless noted, the call rests on the fitted dose curve; in most records, active means well fitted curve in the direction sought with a large enough effect; inconclusive means small, poorly fitted or top-dose-only effect, or another doubt; inactive means no such curve, though single readings can be large; an effect the other way counts as inactive or inconclusive. Some of the compounds tested; the hit share may differ from the screen's.

1) CC(=O)N1C(c2ccccc2)CC(=O)OC1c1ccc2c(c1)OCO2 (configuration not stated)
2) Cc1cccc(NC(=O)CC2SC(=NC3CCCCC3)NC2=O)c1 (configuration not stated)
3) Cc1ccc(NC(=O)CC2SC3=NCCN3C2=O)cc1 (configuration not stated)
4) O=C(CCN1CCOCC1)Nc1ccc(F)cc1F
5) CC(C)(C)c1cc(Cc2ccccc2)[nH]n1
6) COc1ccc(N2CCN(Cc3cc(=O)oc4cc(-c5ccccc5)c(O)cc34)CC2)cc1
7) COc1ccc(N2CCN(C(=O)c3ccc(S(=O)(=O)N4CCOCC4)cc3)CC2)cc1
8) O=C(Nn1cnc2ccccc2c1=O)c1ccc(F)cc1Cl
compound no.	1	2	3	4	5	6	7	8
Tau fil binding	-7%	6%	-1%	-22%[11.4 µM]	-19%	19%	-1%	9%
Fluorescein fluor	i	i	u	i	i	i	i	i
USP2a inhib	30%	15%	0%	x	6%	19%	1%	-3%
FLuc inh	0%	6%	0%	2%[11.4 µM]	3%	2%	1%	-4%
Casp7 inh	0%	-2%	-3%	1%[11.5 µM]	1%	-3%	0%	-8%
Rhodamine autofl	i	i	i	i	i	i	i	i
ERK AVP inh	-9%	8%	15%	0%[11.5 µM]	14%	-3%	2%	2%
HADH2 inhib	8%	10%	-7%	7%[11.4 µM]	-18%	17%	14%	5%
Casp1 inh	0%	-1%	-1%	-1%[11.5 µM]	-2%	-2%	-1%	0%
TexasRed autofl	i	i	u	i	i	i	i	i
HEK293 cAMP cs	0%	-3%	-7%	8%[11.4 µM]	u	-18%	-3%	6%

9) O=C(Nc1ccc2c(c1)OCO2)N1CCOCC1
10) CCOc1ccc2c(c1)cc(CN(C(=O)CC)C1CCCCC1)c1nnnn12
11) CCOC(=O)C1CCN(C(=O)C2CC(=O)N(c3ccc(C)cc3)C2)CC1 (configuration not stated)
12) CCOC(=O)C1CCN(C(=O)c2cc(OCC)c(OCC)c(OCC)c2)CC1
13) CCOc1ccccc1N(CC(=O)NC1CCCC1)C(=O)CCCC(=O)Nc1ccccn1
14) CC(C)Cc1ccc(C#N)c(SCC(N)=O)n1
15) C[C@@H](CCc1ccc(O)cc1)NCCc1ccc(O)c(O)c1
16) COc1ccc2c(c1)c(=O)cc(C)n2CC(=O)NCc1ccco1
compound no.	9	10	11	12	13	14	15	16
Tau fil binding	1%	10%	-12%	-3%	-9%	15%	u	-6%
Fluorescein fluor	i	u	i	u	i	x	i	i
USP2a inhib	-6%	122%[activator]	11%	2%	2%	0%	-6%[17.1 µM]	24%
FLuc inh	-4%	0%	-3%	0%	3%	0%	-3%	2%
Casp7 inh	1%	0%	0%	-1%	-1%[0.00368 µM]	0%	1%	-3%
Rhodamine autofl	i	i	i	i	i	x	i	i
ERK AVP inh	-12%	-17%	-12%	14%	5%	u	u	-21%
HADH2 inhib	-9%	21%	-21%	-1%	8%	-16%	0.13µM*	u
Casp1 inh	0%	0%	1%	-1%	1%	-1%	-3%	-4%
TexasRed autofl	u	i	i	i	u	x	u	i
HEK293 cAMP cs	4%	20µM*	11%	6%	18%	20%	u	u

Only HEK293 cAMP cs and Tau fil binding, for two of the compounds above:
entry | compound | HEK293 cAMP cs | Tau fil binding
9 | O=C(Nc1ccc2c(c1)OCO2)N1CCOCC1 | 4% | 1%
16 | COc1ccc2c(c1)c(=O)cc(C)n2CC(=O)NCc1ccco1 | u | -6%

More entries follow:
17) CCOC(=O)c1c(N)sc2c1CCC(C)C2 (configuration not stated)
18) CC(=O)N1CCC2(CCCN(c3cccc(-c4ccccc4)c3)C2)CC1
19) O=C(CS(=O)(=O)Cc1ccccc1)Nc1nc2ccccc2s1
20) COc1ccc(S(=O)(=O)N2CCCC(C(=O)NCc3ccncc3)C2)cc1 (configuration not stated)
21) O=S(=O)(Cc1ccccc1)NCc1cccnc1
22) OCn1ncn(-c2ccccc2)c1=S
23) CC(=O)N1CCc2cc(S(=O)(=O)NC(CC(C)C)C(=O)Nc3ccc4c(c3)OCCO4)ccc21 (configuration not stated)
compound no.	17	18	19	20	21	22	23
Tau fil binding	-28%[11.4 µM]	112%	7%	3%	1%	-7%	6%
Fluorescein fluor	x	u	u	u	u	i	i
USP2a inhib	15%[7.66 µM]	152%[activator]	11%	7%	4%	-3%	39%[activator]
FLuc inh	-3%	-2%[11.4 µM]	-1%	0%	1%	1%	-3%
Casp7 inh	0%	-8%	-2%	2%	1%	0%	0%
Rhodamine autofl	x	i	i	i	i	i	i
ERK AVP inh	-25%	1%	25µM*	-4%	14%	-13%	15%
HADH2 inhib	3.2µM*	-14%	-7%	5%	8%	-7%	10%
Casp1 inh	-3%	-6%	2%	3%	3%	-3%	0%
TexasRed autofl	x	i	u	i	u	i	u
HEK293 cAMP cs	-10%[11.4 µM]	u	-13%	9%	1%	6%	-3%

Quoted from the listing:
CC(=O)N1CCc2cc(S(=O)(=O)NC(CC(C)C)C(=O)Nc3ccc4c(c3)OCCO4)ccc21 (configuration not stated) in ERK AVP inh shows 15%
CC(=O)N1CCC2(CCCN(c3cccc(-c4ccccc4)c3)C2)CC1 in Casp7 inh shows -8%
O=S(=O)(Cc1ccccc1)NCc1cccnc1 in HEK293 cAMP cs shows 1%
COc1ccc(S(=O)(=O)N2CCCC(C(=O)NCc3ccncc3)C2)cc1 (configuration not stated) in ERK AVP inh shows -4%
CCOC(=O)c1c(N)sc2c1CCC(C)C2 (configuration not stated) in HEK293 cAMP cs shows -10%[11.4 µM]

In the list so far, four have an aryl methoxy group.
6) COc1ccc(N2CCN(Cc3cc(=O)oc4cc(-c5ccccc5)c(O)cc34)CC2)cc1
7) COc1ccc(N2CCN(C(=O)c3ccc(S(=O)(=O)N4CCOCC4)cc3)CC2)cc1
16) COc1ccc2c(c1)c(=O)cc(C)n2CC(=O)NCc1ccco1
20) COc1ccc(S(=O)(=O)N2CCCC(C(=O)NCc3ccncc3)C2)cc1 (configuration not stated)
compound no.	6	7	16	20
Tau fil binding	19%	-1%	-6%	3%
Fluorescein fluor	i	i	i	u
USP2a inhib	19%	1%	24%	7%
FLuc inh	2%	1%	2%	0%
Casp7 inh	-3%	0%	-3%	2%
Rhodamine autofl	i	i	i	i
ERK AVP inh	-3%	2%	-21%	-4%
HADH2 inhib	17%	14%	u	5%
Casp1 inh	-2%	-1%	-4%	3%
TexasRed autofl	i	i	i	i
HEK293 cAMP cs	-18%	-3%	u	9%
